Integrin act MD: activators of alpha7 integrin expression for muscular dystrophy. alpha7betagal myoblasts, beta-gal FDG fluorescence, 48 h. Potency, µM (series often up to 38.3 µM), without a hit: at the top dose activation, hits mostly activators. hit rate 0.064% among 350,000. AID 624291;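 note: potency is the fitted concentration of half-maximal effect; 100% = response of the positive control SU9516; nearly all actives have a fitted effect of over 60% in size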
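alpha7betagal+/- myoblasts (passage 13, 250/well) treated 48 h at 37C with compounds at 1:260 dilution of DMSO stock. Lysed, then beta-galactosidase activity read as FDG fluorescence (ex 480/em 540) after 30 min, with pre-read for autofluorescence.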
USP2a inh: inhibitors of human ubiquitin-specific protease USP2a | USP2 core, Ub-CHOP2 coupled fluorogenic reporter, 485/531 | Potency, µM (series often up to 38.3 µM), for the others: top-dose activity change, negative = inhibition, usual class: inhibitors | hit rate 0.01% among 330,000 | AID 463254;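 note: potency is the fitted concentration of half-maximal effect; plate controls were DMSO wells for no effect and full inhibition by NEM control for full effect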
Target sequence (O75604 whole entry, looked up): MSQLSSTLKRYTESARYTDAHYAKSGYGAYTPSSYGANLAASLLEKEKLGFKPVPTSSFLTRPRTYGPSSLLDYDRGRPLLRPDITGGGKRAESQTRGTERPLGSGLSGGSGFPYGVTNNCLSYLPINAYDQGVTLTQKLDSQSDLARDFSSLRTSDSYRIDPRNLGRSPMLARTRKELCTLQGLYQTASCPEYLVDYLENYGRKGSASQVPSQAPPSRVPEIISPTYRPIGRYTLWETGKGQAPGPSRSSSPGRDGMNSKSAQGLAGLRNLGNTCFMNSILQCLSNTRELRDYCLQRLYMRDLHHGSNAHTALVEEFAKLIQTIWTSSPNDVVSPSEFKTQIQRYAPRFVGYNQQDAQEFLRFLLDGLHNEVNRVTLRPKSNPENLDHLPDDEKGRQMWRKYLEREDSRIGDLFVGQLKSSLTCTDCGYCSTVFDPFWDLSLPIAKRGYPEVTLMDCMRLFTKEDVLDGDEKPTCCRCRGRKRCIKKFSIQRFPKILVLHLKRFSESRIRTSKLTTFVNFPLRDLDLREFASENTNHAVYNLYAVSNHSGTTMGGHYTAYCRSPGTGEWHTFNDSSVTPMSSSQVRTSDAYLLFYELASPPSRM
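USP2 core (10nM final) preincubated 30min RT with compound in 20mM Tris-HCl pH 8.0, 2mM CaCl2, 2mM beta-mercaptoethanol, 0.05% CHAPS; 25nM Ub-CHOP2 plus 25nM reporter substrate added, fluorescence (Ex485/Em531) read after 60min.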
uPA surface inh: cell surface uPA generation inhibition. AID 540303. Potency, µM (highest dose often 38.3 µM), without a hit: at the top dose activity change, negative = inhibition, usual class: inhibitors. hit rate 0.31% among 330,000. cell surface uPA generation assay, qHTS; active = well fitted inhibition curve with a large enough effect; inconclusive = small, poorly fitted or top-dose-only effect; inactive = no such curve, though single readings can be large or run the other way; tested in mouse RAW 264.7 cells; note: potency is the fitted concentration of half-maximal effect; % is set by controls: 0 for no effect and ±100 for the full control effect; nearly all actives have a fitted effect of over 55% in size
TRPV1 agonist: activates the human vanilloid receptor TRPV1 | activation, % at 8.33 µM | hit rate 0.19% among 320,000 | Q8NER1 | TRPV1-expressing cells, Fluo-8 calcium influx, agonist mode; in the data active = activation above about 80%; inconclusive = between about 30% and that limit; note: 0% is about no effect
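TRPV1-expressing cells were cultured overnight at 35.5C and loaded with Fluo-8 calcium dye for 40 to 90 min at room temperature. After a 10 s baseline, compound was added and calcium influx was read kinetically for 3 min (ex 480/em 520 nm).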
B2AR arrestin: beta2AR (human) beta-arrestin recruitment activity | P07550 | beta-arrestin recruitment to beta2AR, cell-based reporter | Potency, µM (top dose mostly 46.1 µM), for the others: top-dose activation, actives largely listed as activators | hit rate 0.02% among 330,000;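 note: potency is the fitted concentration of half-maximal effect; 0% = DMSO controls and full agonism = EC100 isoproterenol or metaproterenol; nearly all actives have a fitted effect of over 65% in size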
Target sequence (P07550 whole entry, looked up): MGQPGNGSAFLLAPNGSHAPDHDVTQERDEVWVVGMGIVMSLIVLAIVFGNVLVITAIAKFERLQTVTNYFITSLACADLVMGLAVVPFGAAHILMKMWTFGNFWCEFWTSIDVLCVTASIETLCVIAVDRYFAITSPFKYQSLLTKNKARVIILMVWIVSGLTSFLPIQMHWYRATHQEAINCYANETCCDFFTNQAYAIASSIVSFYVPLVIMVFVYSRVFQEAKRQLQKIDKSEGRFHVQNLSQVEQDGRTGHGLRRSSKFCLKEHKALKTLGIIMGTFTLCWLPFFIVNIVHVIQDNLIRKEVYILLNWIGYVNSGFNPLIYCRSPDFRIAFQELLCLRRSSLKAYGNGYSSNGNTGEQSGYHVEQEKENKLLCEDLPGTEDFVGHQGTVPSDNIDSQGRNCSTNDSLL
Eya2 inh: Eya2 (human) phosphatase inhibition. recombinant Eya2, OMFP fluorescence dephosphorylation (OMFP is methylfluorescein phosphate). Potency, µM (titrated, usually from 76.9 µM), for the others: top-dose activity, negative = inhibition, most hits filed as inhibitors. O00167. hit rate 0.006% among 330,000; note: potency is the fitted concentration of half-maximal effect; % is set by controls: 0 for no effect and ±100 for the full control effect
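Eya2 (0.2 uM) preincubated 10 min at ambient with compound, then OMFP substrate added at 50 uM; 10 min reaction in 50 mM HEPES pH 7.5, 50 mM NaCl, 5 uM MgCl2, 0.05% BSA, 1 mM DTT. Fluorescence read at Ex 485/Em 525 nm.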
BRCA1 expr up: BRCA1 expression activation; Potency, µM (series often up to 46.1 µM), for the others: top-dose activation, most hits filed as activators; MCF7-BRCA1-FFLuc reporter, luminescence, 48 h; response scale: scaled: vehicle 0%, 10 µM genistein 100%; hit rate 1.1% among 380,000; note: potency is the fitted concentration of half-maximal effect; nearly all actives have a fitted effect of over 80% in size; some results filed as inactive show a strong effect at the top dose
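Reporter cells (MCF7, BRCA1 promoter-firefly luciferase) received library compounds across a concentration series for 48 h. End-point luminescence was measured and concentration-effect curves derived after normalization.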
p53 reactivator: re-activators of mutant p53; H1299 p53-A138V BP100-luciferase reporter, luminescence, 24 h; hit rate 0.063% among 320,000; Potency, µM (highest dose often 92.2 µM), for the others: top-dose activity change, positive = activation, actives largely listed as activators; note: potency is the fitted concentration of half-maximal effect; % of control where 0% means no effect; nearly all actives have a fitted effect of over 45% in size
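p53-null H1299 cells stably carrying temperature-sensitive p53-A138V and a BP100-luciferase reporter were pinned with compounds (4-point, 1:5 series) and held 24 hrs at 37 deg C. Luminescence was read 10 min after detection reagent.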
S-ASM inh: blocks human secretory acid sphingomyelinase; P17405; placental ASM, HMU-PC fluorogenic substrate, 60 min; Potency, µM (titrated, usually from 57.5 µM), for the others: top-dose activity change, negative = inhibition, usual class: inhibitors; hit rate 0.006% among 340,000; AID 504937; note: potency is the fitted concentration of half-maximal effect
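qHTS format. ASM enzyme prepared from human placenta hydrolyses the fluorogenic substrate HMU-PC0 (9 uM final) over 60 min at 37 °C after a 10 min compound preincubation.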
TSG101-PTAP inh: blocks PTAP/TSG101 interaction to inhibit HIV-1 budding; Fluorescence polarization, FITC-PTAP peptide / Tsg101 binding; Potency, µM (titrated, usually from 115 µM), without a hit: top-dose activity change, negative = inhibition, usual class: inhibitors; 340,000 tested, under 10 active; AID 493005; active = well fitted inhibition curve with a large enough effect in the main read-out, with a control signal flat, not every such curve was filed as active; inconclusive = small, poorly fitted or top-dose-only effect, or effect the other way, or a change in a side signal; inactive = no such curve, though single readings can be large or run the other way; note: potency is the fitted concentration of half-maximal effect; % of control where 0% means no effect
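Steps: Tsg101 binding domain dispensed (10 uM final), compounds pinned in DMSO, FITC-labeled PTAP-motif peptide added (50 nM final); after 20 min binding at room temperature, polarization measured.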
ELG1 genotoxic: genotoxicity induction in ELG1-luciferase HEK293T cells | HEK293T ELG1-luciferase reporter, luminescence, 16 h | hit rate 1.3% among 330,000 | Potency, µM (doses to about 46 µM), inactives show top-dose activity change, positive = activation, most hits filed as activators; note: potency is the fitted concentration of half-maximal effect; % of control where 0% means no effect; nearly all actives have a fitted effect of over 60% in size
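Luminescence read-out: rising ELG1-luciferase signal, reflecting elevated ELG1 protein under genetic stress, flags genotoxic compounds. Cells were treated for 16 hr at 37 °C before ONE-Glo detection.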
* marks the source's active call; other numbers are inactive results; ? = inconclusive; . = no result given; & = joins results of further samples; [ ] = dose if it differs, or a comment. Unless noted, calls come from the whole dose curve; as a rule, active = well fitted curve in the direction sought with a large enough effect; inconclusive = small, poorly fitted or top-dose-only effect, or another doubt; inactive = no such curve, though single readings can be large; an effect the other way counts as inactive or inconclusive.

SMILES	Integrin act MD	USP2a inh	uPA surface inh	TRPV1 agonist	B2AR arrestin	Eya2 inh	BRCA1 expr up	p53 reactivator	S-ASM inh	TSG101-PTAP inh	ELG1 genotoxic
CCCc1nnc(NC(=O)CSc2ncn[nH]2)s1	-6.1%	2.9%	-1.8%	0.8	0.0%	-17.9%	-13.2%	?	3.9%	-1.1%	1.3%
CCN(CC)S(=O)(=O)c1cccc(C(=O)NN2Cc3ccccc3C2=N)c1	?	-9.0%	11.3%	-0.7	-0.4%	-4.1%	34.8%	6.1%	0.1%	-3.0%	3.3%
CC(C)OC(=O)C1C(=O)CC(C)(O)C(C(=O)OC(C)C)C1c1ccc([N+](=O)[O-])cc1 (configuration not stated)	6.7%	8.6%	4.6%	2.3	0.1%	-7.8%	-35.3%	-9.6%	-2.2%	-1.2%	-3.1%
Cc1nc(C(F)(F)F)ccc1C(=O)Nc1ccc2ccccc2n1	0.6%	1.4%	-6.0%	15.8	-0.5%	9.4%	?	15.9%	-3.4%	-7.2%	0.2%
O=S(=O)(c1ccccc1)c1nc(Nc2ccccc2N2CCOCC2)sc1Cl	-34.2%[inhibitor]	2.5%	-2.6%	5.2	-0.2%	-1.1%	-24.2%	7.6%	-14.4%	-11.2%	-7.2%
O=C(NCc1cccs1)c1cc2c(s1)CS(=O)(=O)C2	18.6%	1.8%	-3.8%	?	-0.3%	-1.8%	4.7%	1.2%	2.5%	-10.3%	-1.7%
COc1ccc(NC(=S)N(CCN(C)C)C(C)c2ccco2)cc1 (configuration not stated)	-10.7%	3.7%	-2.0%	0.0	-2.1%	7.5%	-2.7%	-2.2%	2.3%	-1.6%	-1.1%
CSc1nc2ncc(C(=O)O)c(N)n2n1	-17.4%	2.4%	-3.3%	6.1	-0.1%	21.5%	-7.0%	-0.8%	-0.8%	0.9%	2.0%
O=C1CCCc2ccccc2N1	8.5%	-3.2%	8.0%	-3.4	-0.3%	2.6%	-15.3%	-4.2%	-1.7%	1.3%	-2.2%
CCN(CC)C(=O)c1ccc(S(=O)(=O)c2ccccc2)cc1	1.4%	-1.4%	-1.7%	-4.9	-0.6%	-6.1%	-44.1%	-0.7%	2.7%	-1.8%	-2.1%
O=C(NNC(=O)C12CC3CC(CC(C3)C1)C2)c1csc(N2CCOCC2)n1	8.9%	0.2%	3.7%	2.2	4.4%	7.0%	-1.1%	0.0%	1.9%	-4.0%	-1.9%
CC(=O)O[C@H]1C2OC(=O)C(C)=C2[C@@H]2OC(=O)[C@]3(CCC4OC41C)OC23 (some centres not stated)	19.4%	-0.3%	7.08µM*	-9.2	?	3.1%	2.6%	9.6%	-3.3%	-4.1%	11.7%
O=C(c1ccc(=O)oc1)N1CCCc2ccccc21	13.5%	1.2%	1.1%	-2.3	-0.1%	-3.1%	-24.0%	?	26.4%	-2.9%	5.0%
O=C(Nc1ccccc1O)c1cc2cc(Br)ccc2oc1=O	1.6%	-0.7%	0.5%	-0.4	-0.2%	4.2%	?	11.9%	-0.9%	-2.9%	?
CCCCNS(=O)(=O)c1ccc2nc(-c3cccnc3)cc(C(=O)NC(C)CC)c2c1 (configuration not stated)	13.1%	-0.9%	3.9%	0.1	-0.5%	3.6%	-10.4%	2.8%	4.8%	1.5%	?
COc1ccc(Cc2nnc(NC(=O)C3CC(=O)N(CCc4ccc(F)cc4)C3)s2)cc1OC (configuration not stated)	5.0%	-1.1%	1.4%	1.0	-0.6%	2.1%	-19.7%	-0.6%	-3.5%	-0.6%	-3.5%
Cc1ccccc1-c1nc(CN2CCC(C(=O)NCCN3CCOCC3)CC2)c(C)o1	0.0%	-0.6%	1.3%	-2.4	0.1%	2.7%	1.1%	-11.1%	-0.7%	-4.0%	-4.5%
CCCn1c(C(C)NC(=O)c2ccccc2)n[nH]c1=S (configuration not stated)	4.1%	-2.1%	2.3%	-2.8	0.2%	3.0%	-1.5%	-1.5%	8.2%	-1.8%	-0.2%
Cc1cc(OC(=O)C2CC2)c([N+](=O)[O-])c(=O)[nH]1	-4.0%	-0.6%	3.8%	1.3	-0.4%	-3.0%	7.8%	-5.2%	-1.2%	1.8%	1.4%
O=C(N1CCCCC1)C1(S(=O)(=O)c2ccccc2)CC=CC1	-18.6%	0.7%	4.5%	0.9	-0.7%	-3.0%	8.9%	11.2%	0.6%	-0.9%	0.5%
Cc1cccc(CCNS(=O)(=O)c2ccc3c(c2)NC(=O)CS3)c1	3.7%	-1.6%	12.9%	22.1	0.0%	-13.1%	-0.8%	-3.1%	-1.9%	-6.2%	0.9%
COc1ccc2c(c1)c1ncn(Cc3ccco3)c(=O)c1n2C	-17.7%	-8.1%	-3.0%	5.2	0.2%	-4.9%	37.6%	5.0%	53.0%[activator]	-0.6%	-6.6%
Nc1ccc(S(=O)(=O)O)cn1	3.1%&-6.4%&0.0%	0.5%&0.6%&2.1%	-0.4%&6.2%&-1.0%	1.2&1.3	0.4%&-0.5%&0.4%	-23.1%&8.2%&6.8%	17.7%&0.0%&50.4%	-8.6%&2.0%&2.5%	4.5%&0.5%&-0.8%	-4.7%&-4.9%&-3.1%	-0.1%&0.3%&1.0%
O=C(NCc1cccs1)c1cc(-c2ccncc2)nc2ccc(Br)cc12	.	2.9%	.	4.0	0.2%	1.4%	.	3.9%	.	.	-6.8%
CCOC(=O)c1ccc(NC(=S)NC(=O)c2cncc(Br)c2)cc1	5.4%	2.0%	2.5%	-2.5	-0.2%	-22.9%	7.1%	29.2%	-0.7%	-3.8%	2.2%
COC(=O)[C@@H]1CCCN1Cc1c(C(=O)N2CCOCC2)nc2c(C)cccn12	-14.0%	-0.6%	-3.6%	0.1	-1.0%	1.8%	-8.6%	-3.6%	4.7%	-3.0%	0.1%
COc1ccc(/C=N/NC(=O)c2nnn(-c3nonc3N)c2-c2cccs2)c(OC)c1	?	0.1%	-4.6%	0.6	-0.2%	0.2%	2.7%	-2.7%	87.5%	-6.6%	-0.5%
Cc1ccc2c(C)c(C(=O)N(Cc3ccc(F)cc3)C3CCS(=O)(=O)C3)oc2c1 (configuration not stated)	-8.6%	-4.2%	1.4%	5.0	3.8%	-18.2%	-17.0%	-8.6%	-6.4%	-2.6%	-3.8%
COCCNc1nnc(Cc2ccccc2)c(=O)[nH]1	13.2%	-0.1%	4.5%	1.5	1.0%	11.8%	-1.2%	-3.3%	5.2%	-2.1%	-0.3%
S=C(Nc1ccc(Br)cc1)N1CCN(c2ccccn2)CC1	-4.5%	1.5%	-6.2%	1.8	-0.4%	4.6%	-7.2%	23.1%	5.0%	-3.1%	-5.2%
O=C(NCCC(=O)N1CCN(S(=O)(=O)c2ccc(Cl)cc2)CC1)Nc1ccccc1	-7.1%	1.6%	-1.5%	-3.8	-3.3%	20.1%	-7.1%	-2.7%	-3.2%	-3.9%	0.1%
N#Cc1cc2c(nc1SC1CC(=O)N(c3ccccc3)C1=O)CCC2 (configuration not stated)	-24.8%	2.0%	-1.1%	-0.2	-0.7%	-3.0%	-60.3%	20.1%	-0.2%	-1.0%	2.6%
Cc1ccc(CCNC(=O)C2CC(=O)N(C3CCCCC3)C2)cc1 (configuration not stated)	-15.0%	0.9%	3.3%	-0.7	0.0%	6.5%	3.4%	-9.9%	1.1%	-4.0%	0.2%
COc1cc(/C=C2\SC(=N)N(c3ccc4c(c3)OCO4)C2=O)cc(OC)c1O	-15.1%	-0.1%	-7.9%	2.8	?	15.3%	-32.0%	-4.2%	-7.0%	1.3%	6.2%
Cc1ccccc1S(=O)(=O)Cc1ccc(C(=O)N2CCN(c3ccc(F)cc3)CC2)o1	-2.9%	4.8%	-6.9%	-0.5	-0.3%	19.5%	-33.3%	-12.4%	-3.5%	-6.0%	-8.1%
O=C(/C=C1\SC(=O)NC1=O)Nc1ccc(F)cc1	-33.4%	-1.7%	-0.6%	-2.1	0.0%	-3.8%	-2.4%	5.5%	-0.5%	-2.5%	4.0%
COC(=O)c1ccccc1NC(=O)C1(S(=O)(=O)c2ccc(Cl)cc2)CC1	20.6%	0.1%	-3.9%	-1.2	0.1%	-13.2%	-22.4%	-4.2%	-1.0%	-4.2%	-2.1%
